# Screening data deposited in PubChem by several laboratories.
# Arrestin-AP2 inh = inhibitors of beta-arrestin/AP2 binding, primary screen, biochemical, GPCR trafficking, flow cytometry. beta-arrestin 1 C-terminal peptide binding to AP2 beta2-adaptin appendage (human). FITC-arrestin peptide / GST-AP2 beads; AP2 beta2 appendage carries R879A mutation. inhibition, % at 10 µM. actives 0.31% (n = 340,000). AID 504490, 2011;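 active = inhibition above a set limit, near 3 SD of compounds lacking own fluorescence, cut at about 54% in these data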;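 note: plate controls were DMSO wells for no effect and 5 µM unlabelled arrestin peptide for full effect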
#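 test system = AP2 appendage R879A on GSH beads | buffer or medium = PBS plus Tween 20 (0.05%) and BSA (0.1%) | incubation = 12 min plus 1 h, RT | detection = bead flow cytometry, FITC channel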
# Mot1-301 SUMO = yeast Mot1-301 growth rescue at high temperature, primary screen, SUMOylation pathway inhibitor project, S. cerevisiae, ATP luminescence, 38.5C | actives 1% (n = 320,000) | S. cerevisiae Mot1-301 growth rescue; percent above DMSO median, 100 means doubled | growth rescue, % at 18.8 µM;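 active = every valid replicate shows activation above 250% relative to neutral control wells; inactive = the rest, any valid replicate at or below 250%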;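 note: OY570 slx delta 5 strain wells were the positive control but not used for scaling; some compounds called inactive have numbers as strong as hits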
# SR-BI HDL uptake = inhibitors of SR-BI mediated HDL lipid uptake, primary screen, ldlA[mSR-BI] cells, fluorescence, single point. Scavenger receptor class B member 1 (Mus musculus), Q61009. ldlA[mSR-BI] CHO cells, DiI-HDL uptake fluorescence, 3 h. inhibition, % at 12.5 µM. actives 0.96% (n = 320,000);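 active = mean replicate inhibition of at least 70% and a set share of replicates each scoring 70 or more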;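 note: 0% = median of neutral control wells and 100% = median of positive control wells; values of inactives mirror those of a sister screen read the other way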
# SR-BI uptake up = activators of SR-BI mediated DiI-HDL uptake, primary screen, ldlA[mSR-BI] CHO cells, DiI fluorescence; 3 h; 100 = double the neutral-control signal; actives 0.096% (n = 320,000); AID 504775, 2011; activation, % at 12.5 µM;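 active = mean replicate activation of at least 60% and every replicate at or above 60%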;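 note: 0% = median plate neutral-control signal and 100% = twice that signal; values of inactives mirror those of a sister screen read the other way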
#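 Material: SR-BI-overexpressing, LDLR-lacking CHO cells; schedule: compound exposure 3 h, 37 °C; reagent: DiI-labelled HDL at 10 µg/mL final; technique: bottom-read fluorescence, 550/595 nm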
# NSD2 inh = NSD2 histone methyltransferase inhibitors, primary screen, biochemical, AlphaScreen, single concentration, set 2; Histone-lysine N-methyltransferase NSD2 (Homo sapiens), O96028; NSD2 peptide methylation, 120 min; inhibition, % at 12.5 µM; actives 0.54% (n = 310,000); AID 743445, 2014; in the data active = inhibition above about 50%
# PKA-R1A act = activators of PKA-R1A holoenzyme, primary screen, biochemical, fluorescence polarization, Cy5-IP20, bovine R1A, mouse PKAc; actives 0.083% (n = 340,000); activation, % at 11.4 µM; PKA-R1A dissociation; scaled: DMSO 0%, 113 µM cGMP 100%;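 active = percent activation above the mean of all tested compounds plus 3 SD, cut at about 19% in these data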;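 note: higher means more PKAc released from R1A so a rise in polarization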
# Pemphigus Ab inh = inhibitors of pemphigus antibody binding to DSG3, primary screen, biochemical, bead-based, flow cytometry, scFv-GFP. Desmoglein-3 (Homo sapiens), P32926. DSG3-coupled beads, scFv-anti-DSG3-GFP binding; hits give low values. binding (percent of control), % at 10 µM. actives 0.48% (n = 310,000);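 active = binding more than 3 SD below its plate's average and above zero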;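 note: hits lower antibody fragment binding to DSG3; some compounds called inactive have numbers as strong as hits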
# MITF act = activators of MITF-driven TRPM1 promoter reporter, primary screen, cell-based, SK-MEL-5, luciferase, single point. actives 0.75% (n = 300,000). AID 588334, 2011. activation, % at 12.5 µM. SK-MEL-5 TRPM1-promoter luciferase, 24 h; % of positive control, neutral wells = 0;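 active = mean activation of at least 80% with every replicate also reaching 80%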;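 note: 0% = neutral control wells and 100% = parthenolide positive control wells; values of inactives mirror those of a sister screen read the other way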
# CDK5 p35 inh = inhibitors of human CDK5/p35 kinase, primary screen, biochemical, single concentration. Cyclin-dependent kinase 5 (Homo sapiens) + Cyclin-dependent kinase 5 activator 1 (Homo …. Recombinant CDK5/p35, ADP-Glo luminescence, 60 min. inhibition, % at 10 µM. actives 0.01% (n = 330,000);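 active = highest replicate inhibition of at least 50% and at least 75% of replicates reaching 50%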;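 note: plate controls were DMSO neutral control for no effect and GW8510 at 10 µM for full effect; many of its hits are not listed in these tables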
# PKA-R2B activ = activators of PKA-R2B holoenzyme, primary screen, biochemical, fluorescence polarization, Cy5-IP20, human | PKA-R2B holoenzyme dissociation; R2B truncated from residue 108, S112A mutant; 0% DMSO only, 100% 113 µM cGMP | actives 0.079% (n = 340,000) | AID 504700, 2011 | cAMP-dependent protein kinase catalytic subunit beta (Homo sapiens) + cAMP-dependent … | activation, % at 11.4 µM;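 active = activation above a cutoff set at the mean over all compounds plus 3 SD, cut at about 18% in these data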;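 note: higher means more holoenzyme dissociation and a rise in polarization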
# Target sequence (P31323 whole entry, looked up, other chains not shown, the tested form may be a part): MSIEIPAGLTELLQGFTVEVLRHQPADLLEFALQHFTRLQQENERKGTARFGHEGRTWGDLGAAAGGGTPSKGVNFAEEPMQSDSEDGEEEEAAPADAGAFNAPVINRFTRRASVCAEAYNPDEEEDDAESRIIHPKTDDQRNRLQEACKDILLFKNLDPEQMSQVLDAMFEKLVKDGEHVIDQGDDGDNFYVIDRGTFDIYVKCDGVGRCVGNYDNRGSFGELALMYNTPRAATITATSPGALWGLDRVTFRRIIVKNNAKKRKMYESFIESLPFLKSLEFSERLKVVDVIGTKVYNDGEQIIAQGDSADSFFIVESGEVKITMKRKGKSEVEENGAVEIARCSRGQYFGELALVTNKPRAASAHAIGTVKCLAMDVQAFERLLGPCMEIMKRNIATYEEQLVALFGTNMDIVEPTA
# dFosB act = activators of delta FosB homodimer, primary screen, biochemical, fluorescence polarization, TAMRA-CDK5 oligo, single point; Protein FosB (Mus musculus), P13346; AID 493131, 2011; actives 0.99% (n = 340,000); activation, % at 25 µM; purified delta FosB; percent of positive-control signal above neutral wells;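 active = mean activation above about 17%, with every replicate also reaching it, limit read from the data, passing the limit was not always enough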;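 note: fluorescence polarization rise as delta FosB binds a TAMRA Cdk5 AP-1 oligo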
# Target sequence (P13346 whole entry, looked up): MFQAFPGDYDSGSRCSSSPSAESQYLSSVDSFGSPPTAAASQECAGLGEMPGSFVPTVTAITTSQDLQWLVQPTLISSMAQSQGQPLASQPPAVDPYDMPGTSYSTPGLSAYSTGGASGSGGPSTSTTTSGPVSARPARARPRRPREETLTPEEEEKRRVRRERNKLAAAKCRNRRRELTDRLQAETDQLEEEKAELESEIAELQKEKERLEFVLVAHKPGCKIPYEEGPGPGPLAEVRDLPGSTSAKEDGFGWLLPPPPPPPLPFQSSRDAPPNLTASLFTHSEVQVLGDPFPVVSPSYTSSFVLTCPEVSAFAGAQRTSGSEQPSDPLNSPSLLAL
# Starred values were filed as active, the others as inactive; i = inactive; · = not tested or not shown.
SMILES,Arrestin-AP2 inh,Mot1-301 SUMO,SR-BI HDL uptake,SR-BI uptake up,NSD2 inh,PKA-R1A act,Pemphigus Ab inh,MITF act,CDK5 p35 inh,PKA-R2B activ,dFosB act
COc1ccc(N(CC(=O)N/N=C/c2cccc3c2OCCO3)S(=O)(=O)c2ccc(NC(C)=O)cc2)cc1,-4,13,15,-15,0,-9,·,-4,-6.2,3,0
CCCc1cc(=O)[nH]c(SCC(=O)N2c3ccccc3NC(=O)C2(C)C)n1,14,-9,-11,11,1,7,104,-1,-0.1,-5,-6
CN(C)c1ccc(/C=N/NC(=O)c2nnn(-c3nonc3N)c2CN2CCCCCC2)cc1,-6,-5,·,·,·,1,·,6,-0.2,7,4
Cn1cnnc1Sc1ccc(/C=C(\CC(=O)O)c2nc3ccccc3s2)cc1[N+](=O)[O-],-8,9,·,·,3,1,94,-2,-1.6,-4,-2
COc1cccc(CSc2nc3nc(C)cc(C)n3n2)c1,28,-10,5,-5,-3,-1,106,10,0.3,-9,3
COCc1c(C(=O)OCC(=O)c2ccc[nH]2)oc2ccccc12,-7,22,42,-42,1,0,123,6,-0.7,-9,-1
CC(C)(C)SCCNC(=O)COc1ccccc1,-5,-10,-9,9,-2,-15,105,24,-0.5,-10,-2
CCOc1ccc(NC(=O)Nc2cc(C)ccc2OC)cc1,-3,-10,10,-10,·,-3,105,16,3.0,1,-6
Cc1cc(C(=O)N2CCN(c3ccc([N+](=O)[O-])cc3)CC2)c(C)o1,41,-16,6,-6,13,-6,·,-2,-0.6,9,-3
Cc1ccc(S(=O)(=O)NCCOc2nc(N(C)C)nc(N(C)C)n2)cc1,27,·,4,-4,-2,-1,102,-7,0.4,2,5
CC(C)OC(=O)c1cc(NC(=O)c2nn(C)cc2Br)cc(C(=O)OC(C)C)c1,10,-13,12,-12,-2,3,·,7,-0.4,-2,-3
CC(C)c1ccc(C(=O)OCC(=O)c2c(N)n(C)c(=O)n(C)c2=O)cc1,20,3,3,-3,·,1,96,15,0.3,5,-12
CCCC1=Nc2cc(C(=O)NCCCOCC)ccc2Sc2ccccc21,-6,-1,22,-22,-2,-2,·,-72,-0.3,-2,-9
CS/C(=N\S(=O)(=O)c1cccs1)Nc1ccc(Cl)cc1,-3,-2,-1,1,-1,13,94,-1,0.9,1,0
CCOC(=O)CSc1c(-c2ccccc2)c2cc(Cl)ccc2[nH]c1=O,8,-1,-9,9,-2,-1,121,8,-0.6,5,-6
O=C(COc1ccc(Cl)cc1)NCc1nnc(SCC(=O)NCCc2ccccc2)o1,-2,23,10,-10,-3,4,99,-8,1.4,2,-1
CC(O)Cc1cn(CC(=O)N2CCNCC2)nn1 (configuration not stated),-8,17,-36,36,·,-4,100,-2,1.2,-12,-2
CCc1nnc(NC(=O)c2ccc(NC(=O)C(C)C)cc2)s1,-3,·,50,-50,-1,-1,104,13,-2.7,1,-6
C=C(C)C(C)(C#CCN1CCCC1)OC(C)=O (configuration not stated),-11,-10,-13,13,-8,2,102,-9,0.1,-4,3
S=C1NCN(CCc2ccccc2)CN1Cc1ccccc1,5,2,-20,20,0,6,104,·,-0.9,2,5
CCCCC1=CC2=C(c3ccco3)C(=O)C(C)(OC(=O)c3ccc(OC)cc3)C(=O)C2=CN1C(CO)CO (configuration not stated),32,-11,-29,29,·,1,98,1,1.0,-1,3
CCCCc1nc(SCC(=O)N2CCCCC2)c2c(=O)n(C)c(=O)n(C)c2n1,10,-15,27,-27,1,10,102,-1,-2.5,3,-18
CCOc1ccccc1N(CC(=O)Nc1ccccc1C(=O)N1CCCC1)S(C)(=O)=O,-14,586*,-4,4,6,-9,93,-1,-1.2,-5,-1
CS(=O)(=O)N1CCCC(C(=O)Nc2ccccc2Cl)C1 (configuration not stated),6,4,-12,12,-2,-1,119,·,-4.3,-4,0
Cc1nc2ccccc2n1S(=O)(=O)c1cc(C(=O)O)ccc1Cl,10,-14,·,·,1,5,102,2,-0.4,-1,-3
O=[N+]([O-])c1ccc(Cl)c(CN2CCN(c3ncccn3)CC2)c1,1,10,-2,2,4,-6,110,4,-1.8,-5,-4
CN(C)C1(CNC(=O)c2cccc(S(=O)(=O)Nc3ccc(Br)cc3)c2)CCCCC1,-7,1,-9,9,0,-5,123,15,-0.7,-13,0
CCOc1ccc(NS(=O)(=O)c2cc(C)c(C)cc2C)cc1,0,·,15,-15,0,3,104,0,-0.9,0,-9
Nc1cc(-c2nc3ncccc3o2)ccc1Cl,22,1,16,-16,·,-1,87,79,-2.0,4,0
CCN(C(=O)COC(=O)c1ccccc1Cc1ccccc1)c1c(N)n(Cc2ccccc2)c(=O)[nH]c1=O,5,·,48,-48,14,3,112,-16,0.1,-3,-3
CCN(CC)C(=O)CSc1nc(O)cc(=O)n1C,-6,-1,-23,23,-1,-3,101,2,0.0,-12,0
CN1CCc2cc(O)c(O)cc2C(c2ccccc2)C1 (configuration not stated),7,122,8,-8,·,-15,119,4,2.0,-11,4
Cc1ccc(-c2c[n+](CC(=O)Nc3ccccc3C)c3n2CCC3)cc1,22,i,9,-9,-2,2,115,-6,0.4,-6,1
Cc1cccc(CSCCNC(=O)c2ccc(N(C)S(=O)(=O)c3ccccc3)cc2)c1,8,-4,36,-36,-5,-13,95,-1,-7.3,3,-9
CCOC(=O)C1CCN(C(=O)CCc2c(C)nc3c(-c4ccc(F)cc4)c(C)nn3c2C)CC1,5,-4,0,1,·,3,103,·,-2.1,-1,-12
COc1ccccc1/C=C1\N=C(C(C)(C)C)OC1=O,18,-10,-17,17,-1,-11,103,2,-0.1,-9,-8
Cc1ccc([N+](=O)[O-])cc1NC(=S)NC(=O)C(C)(C)C,29,-9,18,-18,3,4,105,-1,-0.6,8,6
Cc1cccc(N2CCN(Cc3nc(C4CC4)no3)CC2)n1,-14,84,-19,19,1,-7,105,7,-0.6,-8,0
Cc1cc(C)nc(SCCn2c(N3CCCCC3)nc3c2c(=O)n(C)c(=O)n3C)n1,-4,7,-28,28,-2,0,96,7,-1.0,7,-1
Cc1cc(=O)oc2c(C)c(OC(=O)c3ccco3)ccc12,-2,-7,-14,14,18,-5,111,-7,1.3,9,3
COc1ccc(CCNc2ccc(S(=O)(=O)N3CCN(C)CC3)cc2[N+](=O)[O-])cc1,-4,-14,-10,10,3,-14,102,-3,-1.5,-1,11
CC(=O)c1ccc(N2CCN(S(=O)(=O)c3c(C(=O)N4CCCC4)c(C)n(C)c3C)CC2)cc1,10,-3,-7,7,3,2,·,31,1.5,14,-2
CCOC(=O)N1CCC(NC(=O)c2ccc(CS(=O)(=O)c3c(Cl)cccc3Cl)o2)CC1,3,-6,6,-6,·,-12,114,0,0.4,-3,-7
CCc1ccc2oc(=O)cc(CN(C)Cc3ccccc3)c2c1,3,-3,48,-48,-5,2,116,3,0.1,3,-4
O=C(NCCc1cn2ccccc2n1)C1CCCCC1,19,5,11,-11,·,7,107,13,0.6,12,2
Cc1c(C(=O)N(C)CC(=O)Nc2cccc(F)c2)oc2c(Cl)cccc12,35,21,-13,13,-2,12,99,-12,0.8,-12,-3
Cc1ccc(C(=O)Cn2nc(C)c([N+](=O)[O-])c2C)c(C)c1,-33,15,0,0,-2,6,·,26,-1.1,0,-11
O=C(Nc1ccc(Cl)cc1)OCc1cc(-c2ccccc2Cl)on1,-13,270,-7,7,10,7,105,18,1.9,-6,2
COc1ccc(S(=O)(=O)NCCSCc2cccc(C)c2)cc1Br,-1,7,-24,24,-3,6,103,5,1.1,-5,-7
Cc1cc(Cl)ccc1NC(=O)c1ccc2c(c1)OCO2,22,158,-1,1,-1,4,105,·,0.7,2,-5
# Next part:
SMILES,Arrestin-AP2 inh,Mot1-301 SUMO,SR-BI HDL uptake,SR-BI uptake up,NSD2 inh,PKA-R1A act,Pemphigus Ab inh,MITF act,CDK5 p35 inh,PKA-R2B activ,dFosB act
COc1cc(OC)c(C(=O)COc2ncnc3ccccc23)c(OC)c1,-7,0,3,-3,-3,-8,·,1,0.0,0,-6
Cc1cc(OCCCCCNCCO)cc(C)c1Cl,-2,-13,-3,3,7,-7,103,17,-0.7,7,2
Cc1ccc(OCC(=O)NCCO)c(Br)c1,12,6,8,-8,-1,-2,103,22,-0.1,-7,-5
CCOC(=O)N1CCC(NC(=O)C2CCN(S(=O)(=O)N3CCCC3)CC2)CC1,4,13,2,-2,-2,-2,95,-1,-1.9,-12,-8
COc1ccc(C(=O)N2CCN(C(C)=O)CC2)cc1S(=O)(=O)NCc1ccc(Cl)cc1,0,3,-17,17,-3,-11,100,-14,-0.7,6,4
N#CC1(Nc2ccc(-c3ccc(NC4(C#N)CCCC4)cc3)cc2)CCCC1,5,·,18,-18,·,-15,·,-4,-1.1,-9,-1
CC12CN(C(=S)Nc3ccccc3)CC(C)(CN(C(=S)Nc3ccccc3)C1)C2=O,18,-11,-23,23,2,-1,94,0,-1.2,5,1
CC(C)c1ccc(NC(=O)C2CCN(S(C)(=O)=O)CC2)cc1,24,-30,-17,17,-2,-7,100,7,-0.1,-3,-3
Cc1cc(C)n(/N=C/c2ccco2)c(=O)c1C#N,6,6,-15,15,1,-6,106,-2,-1.1,-3,2
COc1ccc(NC(=O)c2cccs2)c([N+](=O)[O-])c1,19,7,6,-6,0,-11,104,46,-0.1,-4,6
O=C(Nc1ccc(Cl)cn1)c1ccc([N+](=O)[O-])o1,15,·,-13,13,9,-7,88,-31,0.3,-11,-1
CSCCC(NC(=O)c1ccco1)C(=O)Nc1cc(C)ccn1 (configuration not stated),-37,0,-5,5,0,-17,120,45,0.2,-13,0
